UDG counter: Primary qHTS assay for inhibitors of Activation Induced Cytidine Deaminase (AID): UDG Counterscreen signal; Uracil-DNA glycosylase; FRET deamination/UDG coupled assay, UDG read, 4 h; Potency, µM (series often up to 115 µM), without a hit: top-dose activity change, negative = inhibition, actives largely listed as inhibitors; 91,000 tested, 0.14% active; AID 1347430, 2020; note: nearly all actives have a fitted effect of over 65% in size
AID inh: Primary qHTS assay for inhibitors of Activation Induced Cytidine Deaminase (AID): AID signal. Single-stranded DNA cytosine deaminase (Homo sapiens), Q9GZX7. AID deamination FRET fluorescence, UDG-coupled, 4 h. Potency, µM (doses to about 115 µM), without a hit: at the top dose activity change, negative = inhibition, actives largely listed as inhibitors. 91,000 tested, 0.32% active. AID 1347428, 2020; note: nearly all actives have a fitted effect of over 25% in size
Target sequence (Q9GZX7 whole entry, looked up): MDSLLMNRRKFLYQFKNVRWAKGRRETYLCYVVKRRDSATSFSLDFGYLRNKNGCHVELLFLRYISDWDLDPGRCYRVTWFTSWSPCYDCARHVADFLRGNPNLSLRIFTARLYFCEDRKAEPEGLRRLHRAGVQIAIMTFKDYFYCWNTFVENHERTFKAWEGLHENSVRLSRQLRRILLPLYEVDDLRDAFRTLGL
Starred values were filed as active, the others as inactive; ? = inconclusive; [ ] = dose if it differs, or a comment. Calls come from the whole dose curve; as a rule, active = well fitted curve in the direction sought with a large enough effect; inconclusive = small, poorly fitted or top-dose-only effect, or another doubt; inactive = no such curve, though single readings can be large; an effect the other way counts as inactive or inconclusive. % is set by controls: 0 for no effect and ±100 for the full control effect; potency is the fitted concentration of half-maximal effect.

1: CCN1CCN(C(=O)c2cnn(-c3cccc(Cl)c3)c2C2CCN(C(=O)OC(C)(C)C)CC2)CC1
2: O=C(O)Cc1ccc(N2C(=O)C(=O)/C(=C(/O)c3ccccc3Cl)C2c2ccc(C(=O)O)cc2)cc1 (stereo not drawn)
3: O=C(c1ccccc1Cl)n1nc(-c2ccco2)nc1NCc1cccs1
4: Cc1ccc(C(=O)OCC(=O)c2ccccc2)s1
5: O=S(=O)(NC(c1ccccc1)c1ccccn1)c1cccs1 (stereo not drawn)
6: O=C(CN1CCCN(Cc2ccc(F)cc2)S1(=O)=O)NCc1ccccc1Cl

Compound	1	2	3	4	5	6
UDG counter	-21%	-12%	-2%	-9%	3%	3%
AID inh	-5%	-2%	5%	-1%	-1%	-17%

7: CSc1ccc(Cl)c(C(=O)Oc2ccc(C)c(C)c2)c1
8: CCOC(=O)c1c(C)[nH]c(CCC(=O)NCc2ccccc2Cl)c1C
9: C=CCSc1ccccc1NC(=O)c1cc(C)c(C)s1
10: CC(C)(CNC(=O)C1(c2ccccc2)CCC1)C(N)=O
11: CN(C)c1cccc(C(=O)OCC(=O)N2c3ccccc3Sc3ccccc32)c1
12: Cc1ccc2nc(-c3cccc(OC(C)C)c3)cc(C(=O)O)c2c1

Compound	7	8	9	10	11	12
UDG counter	5%	5%[57.5 µM]	-7%	-2%	0%	4%
AID inh	4%	-3%	-4%	5%	-8%	4%

13: CCOC(=O)C1=C(C)N=C2SCCC(=O)N2C1c1ccc(OCc2ccccc2)cc1 (stereo not drawn)
14: COc1cccc(OC)c1OC(=O)c1ccc(C#N)cc1
15: CN(C(=O)c1cc2c(=O)oc3ccccc3c2s1)c1ccc(F)cc1
16: Cc1ccc(CN(C(=O)c2cc(=O)c3ccccc3o2)C2CCS(=O)(=O)C2)cc1 (stereo not drawn)
17: Cc1ccccc1C(=O)NC(NC(C)C)C(Cl)(Cl)Cl (stereo not drawn)
18: COc1cc(NC(=O)COCc2cc(-c3ccc4c(c3)OCO4)on2)c(OC)cc1Cl

Compound	13	14	15	16	17	18
UDG counter	-28%	10%	-6%	11%	-3%	40%[activator]
AID inh	3%	5%	3%	-2%	-1%	-13%

Single values from above.
Result for cpd 15 in UDG counter: -6%
Result for cpd 13 in AID inh: 3%
Result for cpd 17 in AID inh: -1%
Result for cpd 18 in UDG counter: 40%[activator]
Result for cpd 16 in AID inh: -2%
Result for cpd 14 in AID inh: 5%

Other structures follow.
19: C#CCNC(=O)c1ccccc1NC(=O)c1cccc2cccnc12
20: CNC(=O)COC(=O)c1cc(-c2ccc(C)o2)nc2ccccc12
21: Cc1ccccc1NC(=O)Cn1c(=O)n(CCCCCC(=O)NCc2ccccc2Cl)c(=O)c2sccc21
22: N#Cc1c(F)cccc1NCC12CC3CC(CC(C3)C1)C2
23: CCN(c1cccc(C)c1)S(=O)(=O)c1ccc2c(c1)NC(=O)CCS2
24: CC(O)c1ccc(-c2ccc(CNCc3ccc(F)cc3)o2)cc1 (stereo not drawn)

Compound	19	20	21	22	23	24
UDG counter	-5%	5%	-1%	-2%	2%	1%
AID inh	0%	11%	5%	-4%	-20%	-1%

7 compounds picked at random from the list so far, as already listed:
10: CC(C)(CNC(=O)C1(c2ccccc2)CCC1)C(N)=O
19: C#CCNC(=O)c1ccccc1NC(=O)c1cccc2cccnc12
7: CSc1ccc(Cl)c(C(=O)Oc2ccc(C)c(C)c2)c1
23: CCN(c1cccc(C)c1)S(=O)(=O)c1ccc2c(c1)NC(=O)CCS2
8: CCOC(=O)c1c(C)[nH]c(CCC(=O)NCc2ccccc2Cl)c1C
12: Cc1ccc2nc(-c3cccc(OC(C)C)c3)cc(C(=O)O)c2c1
11: CN(C)c1cccc(C(=O)OCC(=O)N2c3ccccc3Sc3ccccc32)c1

Compound	10	19	7	23	8	12	11
UDG counter	-2%	-5%	5%	2%	5%[57.5 µM]	4%	0%
AID inh	5%	0%	4%	-20%	-3%	4%	-8%

Other results follow.
25: Clc1ccc(Cn2c(CN3CCOCC3)nc3ccccc32)c(Cl)c1
26: COc1ccc(C(CC(=O)Nc2cccc(F)c2)N2Cc3ccccc3C2=O)cc1OC (stereo not drawn)
27: CCCNC(=O)NC(=O)CN1CCCCC1
28: COc1cccc(CNC(=O)CCn2c(=O)c3cccn3c3cccnc32)c1OC
29: CCOC(=O)c1c(C)[nH]c(CCC(=O)Nc2ccc(Cl)cc2C)c1C
30: COc1cc(NC(=O)C(CCS(C)(=O)=O)N2Cc3ccccc3C2=O)cc(OC)c1OC (stereo not drawn)

Compound	25	26	27	28	29	30
UDG counter	-10%	36%[activator]	-13%	-3%	-1%[57.5 µM]	0%
AID inh	-18%	-2%	-5%	-12%	-6%	2%

31: Cc1cn2c(=O)c(S(=O)(=O)NCc3ccc(F)cc3)c(C)nc2s1
32: CCCCCCc1ccc(C(=O)NNC(=O)c2ccccc2Cl)cc1
33: CCCCCCn1nc(C(=O)Nc2cccc(S(=O)(=O)N3CCOCC3)c2)c2ccccc2c1=O
34: CC(=O)CC(=O)Nc1ccccc1C#N
35: CCc1ccc(NC(=O)Cn2c(=O)n(Cc3ccco3)c(=O)c3oc4ccccc4c32)cc1
36: COc1cc(OC)c(NC(=O)c2ccc(-n3cnc4cccnc43)cc2)cc1Cl

Compound	31	32	33	34	35	36
UDG counter	?	8%	4%	1%	6%	3%
AID inh	-5%	-6%	-6%	3%	0%	-18%

37: Cc1ccccc1Nc1nc(NC2CCCC2)nc2c1cnn2C
38: CCOc1ccc(NC(=O)COc2ccccc2C)c2cccnc12
39: CCc1nnc(SCC(=O)Nc2ccc(Cl)cc2Cl)n1-n1cccc1
40: Cc1ccc(CNC(=O)Cn2nc(C)n3cccc3c2=O)cc1
41: COc1ccccc1N1CCN(c2ncnc3c2c(-c2ccccc2)cn3-c2cccc(C)c2)CC1
42: N#C/C(=C\c1cccn1-c1ccccc1)C(=O)N1CCOCC1

Compound	37	38	39	40	41	42
UDG counter	2%	-4%	-7%	65%[activator]	3%[57.5 µM]	-11%
AID inh	-9%	9%	-6%	4%	-23%	-1%

43: CCN(CC)CCCOc1ccccc1-c1ccccc1
44: Fc1ccc(-n2ncc3c(N4CCN(c5ccccc5F)CC4)ncnc32)cc1
45: COc1ccc(OC)c(NC(=O)c2c(NCc3ccc(N(C)C)cc3)sc3c2CCCC3)c1
46: COc1ccc(-c2csc3nc(-c4ccccc4C)oc(=O)c23)cc1OC
47: Cc1sc2ncnc(SCC(=O)Nc3ccc(CN4CCCC4)cc3)c2c1C
48: COc1ccc(C(=O)Nc2ccc3nc(N4CCCCC4)cc(C)c3c2)c(OC)c1

Compound	43	44	45	46	47	48
UDG counter	-8%	16%	-2%	5%	-8%	0%
AID inh	-11%	4%	36%[activator]	14%	?	-27%

49: NNc1nc(NCc2ccccc2)nc(Nc2ccccc2)n1
50: CCCSc1nnc2n(-c3ccc(OC)cc3)c(=O)c3c4c(sc3n12)COC(C(C)C)C4 (stereo not drawn)
51: CCOC(=O)c1ccccc1OC(=O)c1ccccc1
52: COc1ccc(Cl)cc1NC(=O)COC(=O)CCS(=O)(=O)c1ccc(C)c(C)c1
53: CCn1c(CN2CCCCC2)nc2cc(NC(=O)c3ccccc3[N+](=O)[O-])ccc21
54: O=C(COCc1cc(-c2ccc(F)cc2)on1)Nc1cc(Cl)ccc1O

Compound	49	50	51	52	53	54
UDG counter	?	14%	3%	-1%	0%	-2%
AID inh	?	11%	-3%	-6%	-22%	2%

Entries listed so far that contain an NH in an aromatic ring (2):
8: CCOC(=O)c1c(C)[nH]c(CCC(=O)NCc2ccccc2Cl)c1C
29: CCOC(=O)c1c(C)[nH]c(CCC(=O)Nc2ccc(Cl)cc2C)c1C

Compound	8	29
UDG counter	5%[57.5 µM]	-1%[57.5 µM]
AID inh	-3%	-6%

The list goes on:
55: O=S(Cc1ccccc1)Cc1ccc(Cl)cc1 (stereo not drawn)
56: Cc1cc(OCC(=O)N(Cc2sccc2C)C2CCS(=O)(=O)C2)ccc1Cl (stereo not drawn)
57: CCOC(=O)c1c(C)[nH]c(C)c1S(=O)(=O)N(C)CC(=O)N1CCN(c2ccccc2)CC1
58: CCOc1ccc(-c2cc(C(=O)NCc3ccc(OC)cc3)c3c(-c4ccc(F)cc4)[nH]nc3n2)cc1
59: COC(=O)c1ccc(NS(=O)(=O)c2ccc3c(c2)n(C)c(=O)c(=O)n3C)cc1
60: c1ccc(Oc2ncnc3scc(-c4ccccc4)c23)cc1

Compound	55	56	57	58	59	60
UDG counter	3%	-21%	6%	23%	-9%	-10%
AID inh	-5%	?	10%	-2%	5%	?

61: CCOc1ccc2c(c1)cc(C(=O)Nc1ccc(F)cc1F)n2C
62: Cc1ccc(CCNC(=O)c2ccc(Nc3nc4ccccc4n4nnnc34)cc2)cc1
63: Cc1ccc(-c2nc(CS(=O)(=O)CC(=O)Nc3cc(C)ccc3C)c(C)o2)cc1
64: COc1ccc(/C=C2\Oc3cc(OC(=O)C(C)(C)C)ccc3C2=O)cc1
65: O=C(Nc1ccc(SC2CCCC2)cc1)c1cccs1
66: Nc1ccc(C(=O)N/N=C/c2ccc([N+](=O)[O-])cc2)cc1

Compound	61	62	63	64	65	66
UDG counter	-6%	6%	4%	-2%	-17%	-10%
AID inh	-2%	29%	12%	-12%	-15%	-12%

3 compounds out of the list above, arranged by the number in AID inh, smallest number first.
no.	SMILES	AID inh
65	O=C(Nc1ccc(SC2CCCC2)cc1)c1cccs1	-15%
66	Nc1ccc(C(=O)N/N=C/c2ccc([N+](=O)[O-])cc2)cc1	-12%
61	CCOc1ccc2c(c1)cc(C(=O)Nc1ccc(F)cc1F)n2C	-2%

The list goes on:
67: Cc1cc(N)c([N+](=O)[O-])cc1C
68: CCc1ccc(CNC(=O)C2COc3ccccc3C2)cc1 (stereo not drawn)
69: CC(C)(C)C(=O)NC1CCN(Cc2ccccc2)C1 (stereo not drawn)
70: Cc1cc(-c2nnc(CSc3nc4ccc(Cl)cc4[nH]3)o2)c(C)o1
71: O=C(O)c1ccc(CN2CCC(CO)CC2)cc1
72: CCCCC(CC)CNC(=S)Nc1ccc(C)cc1C (stereo not drawn)

Compound	67	68	69	70	71	72
UDG counter	3%	2%	-2%	2%	1%	-6%
AID inh	0%	6%	-7%	21%	5%	-13%

73: O=C(Nc1ccc(SC2CCCC2)cc1)C1CC1
74: O=C(CSc1nnc(-c2ccco2)n1C1CCCCC1)N1CCN(c2ccc(O)cc2)CC1
75: CC1CCN(S(=O)(=O)c2ccc3nc(NCc4ccc(N(C)C)cc4)ccc3c2)CC1
76: Cc1ccc(N2CCN(C(=O)C3CCN(S(=O)(=O)c4ccc5c(c4)oc(=O)n5C)CC3)CC2C)cc1 (stereo not drawn)
77: CC1CN(C(=O)N2CCC(C(=O)NCCCc3ccccc3)CC2)c2ccccc2O1 (stereo not drawn)
78: Cc1ccc(C(=O)Oc2c(S(=O)(=O)c3ccccc3)c(C)nn2-c2ccccc2)cc1

Compound	73	74	75	76	77	78
UDG counter	-9%	-5%	-20%	-10%	13%	-3%
AID inh	-6%	-6%	-25%	-8%	-10%	22%

79: CC(C)(C)C1CCc2c(sc(NC(=O)c3ccccc3Cl)c2C(=O)N2CCOCC2)C1 (stereo not drawn)
80: CC1CCN(c2nc(-c3ccc(C(C)(C)C)cc3)nc3ccccc23)CC1
81: Cc1nc(-c2cccnc2)sc1CCNS(=O)(=O)c1ccc(F)cc1
82: Cc1ccc(OCCCOc2ccc(Cl)cc2/C=N/NC(=O)c2ccccc2)c(C)c1
83: CC(=O)c1cccc(NC(=O)c2nc(-c3ccccc3)oc2C)c1
84: N#Cc1c(C(F)(F)F)cc(-c2ccccc2)nc1SCc1ccccc1

Compound	79	80	81	82	83	84
UDG counter	4%	0%	11%	2%	-16%	-4%
AID inh	-8%	5%	165%[activator]	0%	-8%	-1%

85: COc1ccc(CNC(=O)CCS(=O)(=O)c2cc3c4c(c2)CCN4C(=O)CC3)cc1
86: N#Cc1nc(-c2ccc(F)cc2)oc1NCc1ccccc1
87: CCCCOc1cccc(C(=O)N(Cc2cccs2)c2ccc(OC)cc2)c1
88: C=C(CS(=O)(=O)c1ccc2ccccc2c1)c1ccccc1
89: COc1ccc(Nc2c3c(nc4ccc(NC(=O)c5ccc(F)cc5)cc24)CCCC3)cc1OC
90: c1cc(CNCC2CCCO2)ccn1 (stereo not drawn)

Compound	85	86	87	88	89	90
UDG counter	3%	-14%	-22%	-7%	?	-8%
AID inh	15%	-9%	?	-12%	?	1%

A portion of the library; the hit share may differ from the screen's.
